Compound activity deposited in PubChem by National Center for Advancing Translational Sciences (NCATS).
S2 tox = reduces viability in counter-screen for ATXN expression inhibitors | S2 cells (HEK-293 line with an ATXN2-luciferase reporter) viability, CellTiter-Fluor protease fluorescence, 24 h | Potency, µM (doses to about 56.7 µM), actives largely listed as cytotoxic | 0.49% of 400,000 active | AID 651635; further: potency means the concentration at half of the fitted maximal effect; nearly all actives have a fitted effect of over 40% in size
MCF10A rerep = DNA re-replication induction in MCF 10a cells; MCF 10A DNA re-replication, Hoechst nuclear intensity, 48 h; Potency, µM (titrated, usually from 46.1 µM), for inactives: top-dose activity, positive = re-replication, usual class: activators; 2.9% of 350,000 active; AID 624296; further: potency means the concentration at half of the fitted maximal effect; % of control where 0% means no effect; nearly all actives have a fitted effect of over 50% in size
ATXN2 expr inh = ATXN2 expression inhibition. Potency, µM (titrated, usually from 57 µM), for inactives: at the top dose activity change, negative = inhibition, actives largely listed as inhibitors. 0.72% of 360,000 active. HEK-293 ATXN2-luciferase reporter, luminescence, 24 h; further: potency means the concentration at half of the fitted maximal effect; on the % scale 0 is the no-effect control and ±100 the full control effect; nearly all actives have a fitted effect of over 55% in size
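ATXN2-luciferase reporter cells (luciferase flanked by upstream and downstream ATXN2 gene portions) were treated 24 h at 37 °C with compounds at up to 57 uM. SteadyGlo luminescence gave expression; GF-AFC fluorescence gave viability.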
A549 tox = kills or reduces viability of A549 cells in Nrf2 counter-screen; Potency, µM (top dose mostly 46 µM), for inactives: top-dose activity change, negative = cytotoxicity, usual class: inhibitors; 0.16% of 390,000 active; A549 ARE-Fluc cells, CellTiter-Fluor viability, 18-24 h; further: potency means the concentration at half of the fitted maximal effect; on the % scale 0 is the no-effect control and ±100 the full control effect
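Cytotoxicity counterscreen: CellTiter-Fluor fluorescence was measured in A549 ARE_Fluc cells after 18-24 h of compound exposure in a concentration series. The subsequent BugLite luminescent read reports ARE-luciferase activity.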
IL-1B inflam inh = inhibitors of inflammasome signaling (IL-1 beta secretion). THP-1 LPS/ATP IL-1B secretion, AlphaLISA, 16 h; active compounds read low. activity change, % at 57.5 µM. 4.7% of 360,000 active; in the data active means activity change below about -50%; inconclusive means mostly about -30% to -49%; further: on the % scale 0 is the no-effect control and ±100 the full control effect
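Secreted IL-1B measured by AlphaLISA bead assay after 16 h compound exposure of THP-1 cells; compounds (final up to 57.5 uM) added 1 h before LPS (250 ng/mL) and ATP (1.25 mM) stimulation; lower signal means less secretion.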
HepG2 viability = kills HepG2 cells in TGF-b inhibitor counter-screen | 0.76% of 410,000 active | HepG2 CAGA-GFP viability, ATP luminescence, 18 h | Potency, µM (titrated, usually from 46.1 µM), for inactives: at the highest dose activity change, negative = cytotoxicity, actives largely listed as cytotoxic | AID 588856; further: potency means the concentration at half of the fitted maximal effect; some results filed as inactive show a strong effect at the top dose
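CellTiter-Glo luminescence gave cytotoxicity after 18 hours at 37 degrees C. The cells were HepG2 CAGA-GFP in 1% FBS DMEM, stimulated with 500 pg/mL TGF-beta after compound addition. %Activity was normalised to no-cell wells (complete cell-killing) and DMSO (no toxicity), and curves were fitted and classified.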
Nrf2 block = blocks Nrf2 signaling; 2.1% of 360,000 active; Potency, µM (top dose mostly 46 µM), inactives show at the highest dose activity change, negative = inhibition, most hits filed as inhibitors; A549 ARE-Fluc reporter, luciferase luminescence, 18-24 h; further: potency means the concentration at half of the fitted maximal effect; on the % scale 0 is the no-effect control and ±100 the full control effect; nearly all actives have a fitted effect of over 60% in size
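Cells were seeded and rested 2 h, then exposed to compounds for 18-24 h. CellTiter-Fluor was read first as a viability measure. BugLite was added 15 min before the final luminescent read of ARE-luciferase activity in A549 cells.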
Nrf2 ARE act = activators of Nrf2 (ARE) signaling. AREc32 ARE-luciferase reporter (MCF7-derived line), luminescence, 24 h. Potency, µM (series often up to 46.1 µM), for the others: top-dose activation, usual class: activators. 0.31% of 410,000 active; further: potency means the concentration at half of the fitted maximal effect; % of control where 0% means no effect; nearly all actives have a fitted effect of over 65% in size
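ARE activation measured as luciferase luminescence (Steady-Glo, 30 min RT) in AREc32_Fluc cells after 24 hr compound exposure at 37 deg C, 5% CO2; cells seeded overnight at 1000/well in OPTI-MEM, 5% FBS.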
TGFb inhibitor = blocks TGF-b signaling. Potency, µM (doses to about 46.1 µM), for inactives: top-dose activity, negative = inhibition, actives largely listed as inhibitors. HepG2 CAGA-GFP TGF-b/SMAD3 reporter, GFP fluorescence, 18 h; TGF-beta stimulated, 500 pg/mL final. 1.2% of 410,000 active; further: potency means the concentration at half of the fitted maximal effect; on the % scale 0 is the no-effect control and ±100 the full control effect; nearly all actives have a fitted effect of over 65% in size
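HEPG2 CAGA-GFP reporter cells (1000/well, DMEM with 1% FBS) received compounds, then recombinant TGF-beta at 500 pg/mL final for 18 hours at 37 degrees C. Per-cell GFP summed per well was normalised to unstimulated and stimulated DMSO controls before curve fitting.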
Starred values were filed as active, the others as inactive; i = inactive; ? = inconclusive; / = not tested or not shown; & = joins results of further samples; [ ] = dose if it differs, or a comment. Unless noted, the call rests on the fitted dose curve; in most records, active means well fitted curve in the direction sought with a large enough effect; inconclusive means small, poorly fitted or top-dose-only effect, or another doubt; inactive means no such curve, though single readings can be large; an effect the other way counts as inactive or inconclusive.

SMILES	S2 tox	MCF10A rerep	ATXN2 expr inh	A549 tox	IL-1B inflam inh	HepG2 viability	Nrf2 block	Nrf2 ARE act	TGFb inhibitor
COc1ccccc1NS(=O)(=O)c1cccc(C(=O)NN)c1	i	0.7%	-4.9%	-25.9%	-13.8	-16.5%	-28.0%	-0.4%	0.5%
Cc1ccc(CNC(=O)Cn2cccc2C(=O)c2ccccc2)cc1	i	4.9%	27.1%	-2.9%	2.8	-15.0%	?	3.4%	-7.1%
O=C(CCn1c(=O)[nH]c2ccsc2c1=O)N1CCN(c2ccc([N+](=O)[O-])cc2)CC1	i	23.9%	-37.0%	-10.5%	-20.5	-4.0%	-2.3%	5.8%	-19.0%
Cn1cc(-c2nnc(-c3ccccc3)o2)c2ccccc21	i	-0.7%	12.3%	-5.4%	0.0	-22.3%	?	12.2%	3.8%
COC(=O)C1=C(CCc2ccccc2)NC(=O)NC1c1ccc(Br)cc1 (stereo unspecified)	?	11.7%	?	-2.1%	?	24.8%	?	-0.4%	-22.6%
CCN(CC(=O)Nc1c(F)cccc1F)C(=O)Cc1ccsc1	i	-1.5%	7.1%	2.1%	-4.7	-17.3%	9.2%	-0.6%	0.0%
COc1cccc(C(=O)NNc2c3ccccc3nc3ccccc23)c1	i	15.5%	-16.1%	?	-3.6	-9.1%	?	0.1%	5.5%
COc1ccc(-c2cc(C(=O)Nc3sc4c(c3C#N)CCCC4)c3ccccc3n2)cc1OC	i	6.1%	-0.4%	-4.6%	-26.3	-50.2%	/	-0.4%	-9.9%
CCOC(=O)C1=C(NC(=S)NC(=O)c2ccccc2)c2ccccc2CC1C(C)C (stereo unspecified)	i	?	-24.4%	-13.4%	-18.8	-18.7%	?	-0.2%	-3.2%
CCOC(=O)c1sc(NC(=O)/C=C/c2c(F)cccc2Cl)nc1C	i	-6.7%	7.0%	1.3%	11.4	6.8%	24.9%	9.0%	0.3%
CCOC(=O)C1C(=O)CC(C)(O)C(C(=O)OCC)C1c1cccc(OC)c1 (stereo unspecified)	i	7.1%	-1.8%	-4.0%	20.6	-0.7%	-4.5%	0.0%	-2.6%
COc1ccccc1-n1cnnc1SCC(=O)Nc1ncc(Cl)cc1Cl	i	-7.6%	-2.0%	3.1%	-16.2	9.3%	12.4%	0.0%	-2.7%
Cc1cc(C)c(C)c(S(=O)(=O)Nc2ccccc2C(=O)NCCCN2CCOCC2)c1C	i	-1.4%	/	15.2%	-1.1	-7.9%	6.2%	0.6%	-8.0%
Cc1cc(C)n(-c2nc3c(c(=O)[nH]c(=O)n3C)n2C)n1	i	3.8%	-9.3%	3.6%	13.6	1.8%	4.7%	-0.3%	-0.6%
O=C(O)C(c1ccccc1)C1(O)CC2CCC1C2 (stereo unspecified)	i	-3.4%	-10.7%	4.3%	29.5	4.5%	6.5%	0.2%	-10.3%

Three compounds drawn at random from the list so far, as already listed:
SMILES	S2 tox	MCF10A rerep	ATXN2 expr inh	A549 tox	IL-1B inflam inh	HepG2 viability	Nrf2 block	Nrf2 ARE act	TGFb inhibitor
CCOC(=O)C1=C(NC(=S)NC(=O)c2ccccc2)c2ccccc2CC1C(C)C (stereo unspecified)	i	?	-24.4%	-13.4%	-18.8	-18.7%	?	-0.2%	-3.2%
COc1ccc(-c2cc(C(=O)Nc3sc4c(c3C#N)CCCC4)c3ccccc3n2)cc1OC	i	6.1%	-0.4%	-4.6%	-26.3	-50.2%	/	-0.4%	-9.9%
COC(=O)C1=C(CCc2ccccc2)NC(=O)NC1c1ccc(Br)cc1 (stereo unspecified)	?	11.7%	?	-2.1%	?	24.8%	?	-0.4%	-22.6%

Complete entries as entered above. Screens in order: S2 tox	MCF10A rerep	ATXN2 expr inh	A549 tox	IL-1B inflam inh	HepG2 viability	Nrf2 block	Nrf2 ARE act	TGFb inhibitor
Record of `CCOC(=O)c1sc(NC(=O)/C=C/c2c(F)cccc2Cl)nc1C` : i	-6.7%	7.0%	1.3%	11.4	6.8%	24.9%	9.0%	0.3%
Record of `CCOC(=O)C1C(=O)CC(C)(O)C(C(=O)OCC)C1c1cccc(OC)c1` (stereo unspecified) : i	7.1%	-1.8%	-4.0%	20.6	-0.7%	-4.5%	0.0%	-2.6%
Record of `COc1ccccc1-n1cnnc1SCC(=O)Nc1ncc(Cl)cc1Cl` : i	-7.6%	-2.0%	3.1%	-16.2	9.3%	12.4%	0.0%	-2.7%

Other compounds follow:
SMILES	S2 tox	MCF10A rerep	ATXN2 expr inh	A549 tox	IL-1B inflam inh	HepG2 viability	Nrf2 block	Nrf2 ARE act	TGFb inhibitor
O=c1cc(SCc2ccccc2)nc[nH]1	i	-0.3%	5.7%	14.5%	-80.2*	-3.6%	-3.4%	-0.5%	-0.7%
CC(Oc1cccnc1[N+](=O)[O-])C(=O)Nc1ccc(Cl)cn1 (stereo unspecified)	i	7.8%	/	0.2%	12.2	-0.3%	-3.7%	3.6%	-0.3%
CCOc1cc(CNc2ccccc2)cc(Br)c1OCc1ccccc1F	i	?	0.8%	-16.2%	4.6	-10.4%	?	2.2%	-4.7%
O=C(c1ccccc1Cl)N1CCCC(c2nc3c(nnn3Cc3ccc(F)cc3F)c(=O)[nH]2)C1 (stereo unspecified)	i	/	-6.2%	?	/	-23.6%	-4.9%	2.7%	-20.2%
CCOc1ncccc1C(=O)NCCc1ccc(OC)cc1	i	?	-2.9%	-1.4%	22.3	19.5%	-27.0%	0.3%	0.1%
Cc1ccc(OCCSc2nc(-c3ccccc3C)nc3cc(=O)[nH]n23)cc1Cl	i	/	-37.7%	19.9%	/	-100.5%	?	3.9%	?
CCC1CCCCN1C(=O)CSc1nnc(-c2ccc(Cl)cc2)o1 (stereo unspecified)	i	13.4%	1.2%	3.5%	20.3	-1.9%	-14.6%	0.4%	-1.9%
Cc1cccc(C(=O)OCC(=O)NC23CC4CC(CC(C4)C2)C3)c1O	i	3.1%	72.9%[activator]	1.2%	-9.4	-16.7%	0.1%	3.5%	-5.3%
O=[N+]([O-])c1cccc(CON=Cc2cc(Cl)ccc2O)c1	i	/	/	/	-27.7	-27.7%	/	13.3%	?
CC1CCN(C(=O)c2ccc(N3C(=O)c4ccccc4C3=O)cc2)CC1	i	1.4%	-6.9%	1.1%	7.9	-20.1%	-5.2%	-0.6%	16.5%
CCOC(=O)c1cc2sccc2n1Cc1ccc(C#N)cc1	i	0.2%	-18.2%	2.5%	-12.1	-13.4%	-8.7%	-0.9%	-5.7%
CCNC(=O)COc1ncnc2scc(-c3ccc(F)cc3)c12	i	-0.4%	-12.6%[11.3 µM]	0.5%	3.9	1.6%	-27.0%	-0.1%	2.2%
COc1ccc(-n2c(SCC(=O)Nc3cccc(C(=O)O)c3)nnc2-c2ccco2)cc1	i	-7.3%	-3.4%	4.1%	12.4	-33.8%	2.7%	-0.7%	-29.8%
C/C(=N\NC(=O)c1ccn(C)n1)c1ccc(NC(=O)c2cccc(F)c2)cc1	i	?	16.7%	-0.9%	3.0	0.6%	-22.0%	-0.7%	-0.7%
COC(=O)c1ccccc1NC(=O)CCS(=O)(=O)c1ccc(Br)cc1	i	8.2%	/	-1.6%	-7.3	9.0%	?	10.2%	5.4%
COc1ccc(CCN2C(=O)NC(NS(=O)(=O)c3ccc(NC(C)=O)cc3)(C(F)(F)F)C2=O)cc1OC (stereo unspecified)	i	3.1%	2.5%&2.0%	-5.1%&-4.4%	15.9	-5.7%&-7.7%	18.9%&11.8%	-0.9%&-0.4%	-10.1%&3.8%
Nc1cc(-c2ccc(Cl)cc2)nn1-c1ccccc1	?	-24.7%	27.9%[2.22 µM]	-0.6%	-4.1	-21.5%	?	3.8%	-20.2%
O=C(CSc1nc2c(c(=O)n1-c1ccc(Cl)cc1)SCC2)NCc1ccco1	i	6.9%	-31.5%	0.7%	18.1	-12.8%	-6.1%	0.0%	8.0%
Cn1c(/C=C/c2ccc(Cl)cc2)nc2ccccc2c1=O	i	?	33.0%[activator]	0.7%	-15.1	-4.7%	?	12.7%	-29.4%
CC(=O)Nc1ccc(SCC(c2ccccc2)N2CCN(CC(C)C)CCC2=O)cc1 (stereo unspecified)	/	/	/	1.5%	/	-2.9%	6.1%	/	-4.8%
O=C(COc1ccc([N+](=O)[O-])cc1)NCC1(N2CCOCC2)CCCCC1	/	/	/	-2.4%	/	-1.8%	5.5%	0.8%	-9.6%
COCCNC(=S)NC(=O)CC12CC3CC(CC(C3)C1)C2	i	-36.7%[inhibitor]	-9.6%	8.8%	1.7	-16.8%	-8.3%	2.0%	-57.1%
Clc1ccc(-c2nnc(SCc3ccon3)o2)c(Cl)c1	i	15.9%	1.6%	-0.7%	-11.8	-8.6%	?	-0.4%	1.3%
O=C(CCn1c(=O)c2sccc2n(CC(=O)Nc2ccccc2)c1=O)NCc1ccccc1Cl	?	/	-16.8%	-1.3%	/	-25.4%	4.7%	3.1%	1.2%
COc1ccc(NC(=O)CSc2ccc(-c3ccccn3)nn2)cc1OC	?	16.1%	-32.8%	?	73.1	-25.8%	?	3.8%	3.5%
CCC(CC)CN1CCC(CN2C(=O)C(=O)NC[C@@H]2[C@@H](C)CC)CC1	i	3.9%	1.4%	-0.1%	9.9	-0.8%	0.2%	0.1%	-4.7%
O=C(N/N=C/c1ccccn1)c1ccc(S(=O)(=O)N2CCCCCC2)cc1	i	14.3%	/	-0.8%	28.7	-16.4%	-9.5%	-0.9%	?
COc1nc(NCc2cccnc2)nc(NC2CCCCC2)n1	i	-6.7%	/	2.4%	-11.1	-11.2%	11.6%	4.2%	10.5%
CCOc1ccc2ccccc2c1CNc1nnnn1C	i	-6.7%	-5.0%	0.1%	14.5	-9.9%	-20.3%	0.0%	-4.5%

Entries listed so far shown as hits in IL-1B inflam inh.
SMILES | IL-1B inflam inh
O=c1cc(SCc2ccccc2)nc[nH]1 | -80.2*
